GAA glycogen – GAA glycogen-cleavage inhibition or activation; actives 0.38% (n = 300,000); recombinant GAA, glycogen substrate, Amplex Red glucose oxidase fluorescence; Potency, µM (doses to about 76.4 µM), without a hit: top-dose activity change, negative = inhibition, hits mostly inhibitors; active = well fitted inhibition curve with a large enough effect;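 also: 0% = full enzyme reaction and -100% = no-enzyme basal signal; the screen sought inhibitors and activators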
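Natural-substrate format: glycogen cleavage by 4 nM human enzyme, glucose read by Amplex Red coupling (Ex 573, Em 610 nm). Normalized to enzyme and no-enzyme controls.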
An asterisk follows results filed as active; [ ] = dose if it differs, or a comment. Potency is read from the fitted curve at half-maximal effect. This is a subset; rates above refer to the full screens.

structure,GAA glycogen
Cc1c(CC(=O)O)c(=O)oc2cc3occ(-c4ccccc4)c3cc12,4%
CCN(CC)CCCNC(=O)COc1ccc2oc3c(c2c1)CCCC3,1%
CCOc1cc(/C=C(\C#N)C(=O)Nc2ccccn2)ccc1O,-26%[76.3 µM]
O=C(NCCc1cccc(Cl)c1)c1cc2ccccc2oc1=O,5%[76.3 µM]
COc1cc(OC)cc(-c2nc(SCC(=O)Nc3ccccc3F)n[nH]2)c1,-7%[76.3 µM]
C#CCN1C(=O)S/C(=C\c2ccc(-c3ccc(C(=O)O)cc3C)o2)C1=O,11%[76.3 µM]
O=C(NC(Cc1ccccc1)C(=O)O)/C(=C\c1ccccc1)NC(=O)c1ccc(Br)o1 (stereo not drawn),-3%[76.3 µM]
On1c(-c2ccc(Cl)cc2Cl)nc2ncccc21,3%
CC1(C)CC(=O)C2=C(C1)O[C@@]1(CCCCN3C(=O)c4ccccc4C3=O)Cc3ccccc3C2O1,-11%[15.3 µM]
CCOC(=O)C1CCN(S(=O)(=O)c2ccc3c(c2)CCN3C(C)=O)CC1,3%[76.3 µM]
O=C(O)CC(NC(=O)Cc1ccccc1)c1ccccc1 (stereo not drawn),5%[76.3 µM]
COc1ccc(C2(C)NC(=O)N(CC(=O)Nc3ccc(C)cc3Br)C2=O)cc1OC (stereo not drawn),0%
COc1ccc(NC(=O)CSCC(=O)NC2(C)CCS(=O)(=O)C2)cc1 (stereo not drawn),-4%[76.3 µM]
COc1ccc(-c2noc(N3CCC(C(=O)NCc4ccc(F)cc4)CC3)n2)cc1,-2%[76.3 µM]
Cc1cc2occ(CC(=O)N(C)CC(=O)Nc3cccc(F)c3)c2cc1C,-1%[76.3 µM]
COc1ccc(CCNC(=O)c2c[nH]c3ccc(F)cc3c2=O)cc1OC,-8%[76.3 µM]
O=C(COC(=O)c1ccc([N+](=O)[O-])cc1)NC1CCCC1,0%
CCOCCCN(C(=O)Cn1nnc(-c2ccc(C)o2)n1)C(C(=O)NC1CCCC1)c1ccco1 (stereo not drawn),-7%
COc1ccc(CNC(=O)Cn2nc(C(F)(F)F)c(Br)c2C)cc1,23%[76.3 µM]
O=C(O)CCCCCCCCc1cn(CN2C(=O)c3ccccc3C2=O)nn1,3%[76.3 µM]
CC(C)(C)OC(=O)N[C@@H](COCc1ccccc1)C(=O)N[C@@H](CO)[C@H](O)[C@@H]1C[C@@H]1C(=O)NC1CC1,5%[76.3 µM]
O=C(Cc1ccc(O)cc1)N/N=C/c1cccs1,1%[76.3 µM]
COc1ccc(OC)c(N(CC(=O)Nc2ccccc2)S(=O)(=O)c2ccccc2)c1,-18%[76.3 µM]
CCOC(=O)c1c(-c2ccccc2)oc2ccc(OCC(=O)NNC(=O)CCC(=O)O)cc12,2%
Cc1ccc2c(CN(C)Cc3ccccc3)cc(=O)oc2c1C,-1%
Cc1cccc2[nH]c(CCNC(=O)C3CCC(=O)N(CCc4cccc(F)c4)C3)nc12 (stereo not drawn),-2%[76.3 µM]
CC(C)c1ccc(CCNC(=O)CCNC(=O)c2ccc(Br)cc2)cc1,-9%[76.3 µM]
O=[N+]([O-])c1ccccc1OCCN1CCCC1,-5%[76.3 µM]
CCCCCc1nnc(NC(=O)NS(=O)(=O)c2ccc(C)cc2)s1,4%
Cc1cc(OCC(=O)N2CCC[C@@H]2C(=O)O)c2c(C)c(C)c(=O)oc2c1,-15%[76.3 µM]
Cc1cc(C)c2[nH]c(C(=O)Nc3ccc(F)cc3Br)cc2c1,1%
O=C(Nc1cc2c(cc1C(=O)O)OCCCO2)c1ccc(C(F)(F)F)cc1,3%
Cc1c(CCOC(=O)c2ccccc2)sc[n+]1CC(=O)c1ccc(Br)cc1,2%
COc1cccc2c1-c1c(C(=O)O)cccc1C2=O,-4%[76.3 µM]
CCOc1ccc(-c2c(C(=O)N/N=C(\C)c3cccnc3)nnn2-c2nonc2N)cc1,0%[76.3 µM]
COc1ccnc2c1c(=O)n(Cc1cccc(F)c1)c(=O)n2C,-2%[76.3 µM]
COc1cccc(-c2nc(-c3ccccc3)c(-c3ccccc3)[nH]2)c1OCC(=O)O,8%[76.3 µM]
O=C(NC1CCCC1)C(c1ccc(Cl)cc1)N(C(=O)c1csnn1)C1CC1 (stereo not drawn),6%[76.3 µM]
CCCCCOc1ccc(NC2=CC(=O)CCC2)cc1,-4%
COc1ccccc1CNC(=O)CCNC(=O)C1CCN(S(=O)(=O)c2ccccc2)CC1,1%[76.3 µM]
COc1ccccc1NC(=S)NC(=O)CCc1ccccc1,3%[76.3 µM]
CC1(C)C(=S)N(Cc2ccccc2)c2ccccc21,5%[76.3 µM]
CCOCCCNC(=O)Cn1nc(Cc2ccncc2)c2ccccc2c1=O,8%
CCOc1ccccc1NC(=O)c1ccc2c(c1)C(=O)N(CC(C)C)C2=O,-9%[76.3 µM]
COc1ccccc1-c1nc(S(=O)(=O)c2ccccc2)c(N2CCCCC2)o1,-3%
O=C(Nc1ccc(CN2CCOCC2)cc1)c1ccc2ccccc2c1,0%[76.3 µM]
CCOC(=O)c1cnn(C)c1NC(=O)c1ccc(Cl)cc1Cl,-3%
O=C(Nc1ccccc1N1CCN(C(=O)c2ccc(Cl)cc2)CC1)c1ccc([N+](=O)[O-])o1,2%[76.3 µM]
COc1cccc(CN(C)Cc2cc(=O)oc3c(C)c(C)ccc23)c1,3%
COC(=O)c1cc(S(=O)(=O)N2CCN(c3cccc(Cl)c3)CC2)c[nH]1,19%[76.3 µM]
CCCn1nnnc1SCC(=O)NC1CCCC1,-2%
CCC1(C)Cc2ccccc2-c2nc[nH]c(=O)c21 (stereo not drawn),5%
NC(=O)CCN(C1CCCCC1)S(=O)(=O)c1cccc2nsnc12,4%[76.3 µM]
CCC(=O)c1cn(CC(=O)Nc2c(C)cccc2C)c2ccccc12,-5%[76.3 µM]
COc1ccc2ccccc2c1C1NC(=O)NC(C)=C1[N+](=O)[O-] (stereo not drawn),-2%
CCOC(=O)CNC(=O)Cn1cnc2c(nnn2-c2ccc(OC)cc2)c1=O,-7%

Later entries:
structure,GAA glycogen
Cc1ccc(OCC(=O)NNC(=S)NC(=O)c2cccs2)c(C)c1,-1%[76.3 µM]
CCN(CC)S(=O)(=O)c1ccc2c(c1)c(=O)c(C(=O)N1CCN(c3ccccn3)CC1)cn2C,8%
COC(=O)c1sccc1NS(=O)(=O)c1ccccc1,0%[76.3 µM]
COc1ccc(S(=O)(=O)N2CCN(CCc3ccccc3)CC2)cc1,5%[76.3 µM]
Cc1cc(C)nc(NC(=O)c2ccc(C)c(C)c2)n1,7%[76.3 µM]
O=C(Cn1ccc2ccccc2c1=O)NCC(=O)N1CCN(c2ccc(F)cc2)CC1,0%
COc1ccc(NS(=O)(=O)c2cn(C)nc2C)cc1,3%[76.3 µM]
COC(=O)c1cc(S(=O)(=O)Nc2cccc(C)c2C)cn1C,9%[76.3 µM]
C/C(=N\NC(=O)C(O)(c1ccccc1)c1ccccc1)c1ccc(NC(=O)CCCC(=O)O)cc1,6%[76.3 µM]
Cc1c(CC(=O)NCCCC(=O)O)c(=O)oc2cc3oc4c(c3cc12)CCCC4,0%
CCOc1ccc(CN(CC)C(=O)c2ccc3c(c2)[nH]c(=O)c(=O)n3CC)cc1OC,3%
COc1ccc(CNC(=O)CNC(=O)N2CC(=O)Nc3ccccc32)cc1,-7%[76.3 µM]
O=S(=O)(Nc1ccccc1)c1cccc2nonc12,-16%[76.3 µM]
O=[N+]([O-])c1ccc(Oc2cccc3cccnc23)c(Cl)c1,3%
Cc1ccc(N2CC(C(=O)NC3CC3)CC2=O)cc1Cl (stereo not drawn),-8%
COc1ccc(CCNC(=O)[C@H](C)NC(=O)N2CCn3c2nc2ccccc23)cc1OC,-1%[76.3 µM]
CN1C(=O)c2ccccc2N(C)C1c1cccc(O)c1 (stereo not drawn),3%[76.3 µM]
O=C(NCCCn1ccnc1)/C(=C\c1ccccc1F)NC(=O)c1ccccc1,-5%
CCN(CCNCC(O)COc1ccccc1C(C)C)c1cccc(C)c1 (stereo not drawn),-20%
CCN1C(=O)c2ccccc2S(=O)(=O)c2ccc(C(=O)NC(C)C)cc21,-1%
Cc1cc(OCCCn2ccnc2)ccc1[N+](=O)[O-],5%[76.3 µM]
CCC(C)[C@H](NC(=O)N1CC(=O)Nc2ccccc21)C(=O)N1CCC[C@@H]1C(=O)O (stereo partly drawn),0%[76.3 µM]
O=CN1CCN(C(=O)c2cccc3c2-c2ccccc2C3=O)CC1,3%
O=C(O)c1[nH]c2ccccc2c1C(c1cccc(O)c1)c1c(C(=O)O)[nH]c2ccccc12,-1%
CN1C2CCC1CC(N(CCc1ccccc1)C(=O)c1ccc(Cl)cc1)C2 (stereo not drawn),-3%
Cc1ccc2c(c1)N(CC(=O)NC1CCC(C)CC1)C(=O)c1cccnc1O2 (stereo not drawn),9%[76.3 µM]
COc1ccccc1NC(=O)CSc1nc2ccccc2c(=O)n1CC1CCCO1 (stereo not drawn),3%
CN(C)C(CNC(=O)c1ccc(C(=O)c2ccccc2)cc1)c1ccccc1 (stereo not drawn),-13%
CC(=O)Nc1ccc(NC(=O)CC(C)n2ccnc2)cc1 (stereo not drawn),5%
Cc1ccccc1-c1nc(CS(=O)CC(=O)NC2CCCCC2)c(C)o1 (stereo not drawn),-4%[76.3 µM]
CC(=O)c1ccc(OC(C)c2nc3ccccc3s2)cc1 (stereo not drawn),0%
Cc1cc2oc(=O)cc(CN3CCCCC3C)c2cc1Cl (stereo not drawn),-2%
O=C(NCC(=O)N1CCN(S(=O)(=O)c2ccccc2F)CC1)c1ccc(Br)o1,3%[76.3 µM]
COc1ccc(Cl)cc1S(=O)(=O)N1CCC(C(=O)NCCC2=CCCCC2)CC1,-1%[76.3 µM]
Cc1ccc(NC(=O)c2ccc(S(=O)(=O)NCc3cccnc3)cc2)cc1C,-9%[76.3 µM]
CC(C)OC(=O)c1ccc(N2CCN(c3ccc(F)cc3)CC2)nc1,1%
Cc1ccc(C(=O)CC(=O)c2ccccc2)cc1,7%[76.3 µM]
COc1ccccc1C(=O)NCC(C)(C)CN=C1NS(=O)(=O)c2ccccc21,2%[76.3 µM]
O=S(=O)(c1ccc(OC(F)(F)F)cc1)N1CCCC(c2ccccc2)C1 (stereo not drawn),0%
COc1cc(-c2noc(C)c2/C=C/c2ccc(N)cc2)cc(OC)c1OC,5%[76.3 µM]
O=C(Nc1ccccc1N1CCOCC1)c1cccc2c(Br)cccc12,10%
Cc1nn2cnnc2c(C)c1Cc1c(F)cccc1Cl,-4%
Nc1nc(NCCOCCO)nc(NC2CCCCC2)c1[N+](=O)[O-],-1%
Cc1ccc(CNCC(O)(c2ccccc2)c2ccccc2)cc1,7%
COC(=O)c1ccccc1SCc1csc(C)n1,5%
CCc1nc(Nc2cccc(F)c2)c2oc3ccccc3c2n1,-7%
O=C(OC1CCOC1=O)c1cc(Cl)ccc1[N+](=O)[O-] (stereo not drawn),2%
COc1cccc(-c2cccc(NC(=O)C3CCN(Cc4ccon4)CC3)c2)c1,-6%[76.3 µM]
COc1ccc(Cc2nnc(NC(=O)c3ccccc3)s2)cc1OC,-10%[76.3 µM]
COc1ccccc1-c1cc(C(=O)N2CCCC2)no1,-2%
COc1ccc(/C=N\NC(=O)c2ccc([N+](=O)[O-])cc2)cc1COc1c(F)c(F)cc(F)c1F,-12%[76.3 µM]
Cc1[nH]c2ccc3ccccc3c2c(=O)c1C/C=C/Cl,0%[76.3 µM]
CCc1ccc(N(C(=O)c2ccco2)C(C(=O)NC2CCCC2)c2cccnc2)cc1 (stereo not drawn),6%
Cn1c(=O)c2c(nc(CN3CCN(C(=O)c4ccco4)CC3)n2CCCO)n(C)c1=O,-1%[76.3 µM]
CCOc1nc(NC2CCCC2)nc(N2CCC(C)CC2)n1,2%[76.3 µM]
CCOc1ccc(CN2CCNC(=O)C2CC(=O)N(C)Cc2nonc2C)cc1 (stereo not drawn),-12%[76.3 µM]
COc1cccc(C(=O)COC(=O)CCCC(=O)NC2CCCCC2)c1,-5%[76.3 µM]

Compounds from the list above that have a furan ring, fused or not:
structure,GAA glycogen
Cc1c(CC(=O)O)c(=O)oc2cc3occ(-c4ccccc4)c3cc12,4%
CCN(CC)CCCNC(=O)COc1ccc2oc3c(c2c1)CCCC3,1%
C#CCN1C(=O)S/C(=C\c2ccc(-c3ccc(C(=O)O)cc3C)o2)C1=O,11%[76.3 µM]
O=C(NC(Cc1ccccc1)C(=O)O)/C(=C\c1ccccc1)NC(=O)c1ccc(Br)o1 (stereo not drawn),-3%[76.3 µM]
Cc1cc2occ(CC(=O)N(C)CC(=O)Nc3cccc(F)c3)c2cc1C,-1%[76.3 µM]
CCOCCCN(C(=O)Cn1nnc(-c2ccc(C)o2)n1)C(C(=O)NC1CCCC1)c1ccco1 (stereo not drawn),-7%
CCOC(=O)c1c(-c2ccccc2)oc2ccc(OCC(=O)NNC(=O)CCC(=O)O)cc12,2%
O=C(Nc1ccccc1N1CCN(C(=O)c2ccc(Cl)cc2)CC1)c1ccc([N+](=O)[O-])o1,2%[76.3 µM]
Cc1c(CC(=O)NCCCC(=O)O)c(=O)oc2cc3oc4c(c3cc12)CCCC4,0%
O=C(NCC(=O)N1CCN(S(=O)(=O)c2ccccc2F)CC1)c1ccc(Br)o1,3%[76.3 µM]
CCc1nc(Nc2cccc(F)c2)c2oc3ccccc3c2n1,-7%
CCc1ccc(N(C(=O)c2ccco2)C(C(=O)NC2CCCC2)c2cccnc2)cc1 (stereo not drawn),6%
Cn1c(=O)c2c(nc(CN3CCN(C(=O)c4ccco4)CC3)n2CCCO)n(C)c1=O,-1%[76.3 µM]
